Screening data deposited in PubChem by several laboratories.
PG9 Ab binder = binders of HIV-1 gp120 antibody PG9, primary screen, biochemical, TR-FRET | HIV-1 gp120 / PG9 antibody interaction | TR-FRET gp120-PG9 antibody binding | inhibition, % at 6.7 µM | 360,000 compounds, 0.43% hits | AID 624416, 2012; in the data active = inhibition above about 8.5%
ASAP1 inh = inhibitors of human ASAP1 ArfGAP activity, primary screen, biochemical, fluorescence polarization. Arf-GAP with SH3 domain, ANK repeat and PH domain-containing protein 1 (Homo sapiens), …. ASAP1-stimulated ARF1 GTP hydrolysis, GDP FP detection. inhibition, % at 16.5 µM. 360,000 compounds, 0.19% hits. AID 624377, 2012; in the data active = inhibition above about 25%;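 also: 0% = vehicle with enzyme and substrate and 100% = no enzyme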
Target sequence (Q9ULH1 325-724 limits assumed): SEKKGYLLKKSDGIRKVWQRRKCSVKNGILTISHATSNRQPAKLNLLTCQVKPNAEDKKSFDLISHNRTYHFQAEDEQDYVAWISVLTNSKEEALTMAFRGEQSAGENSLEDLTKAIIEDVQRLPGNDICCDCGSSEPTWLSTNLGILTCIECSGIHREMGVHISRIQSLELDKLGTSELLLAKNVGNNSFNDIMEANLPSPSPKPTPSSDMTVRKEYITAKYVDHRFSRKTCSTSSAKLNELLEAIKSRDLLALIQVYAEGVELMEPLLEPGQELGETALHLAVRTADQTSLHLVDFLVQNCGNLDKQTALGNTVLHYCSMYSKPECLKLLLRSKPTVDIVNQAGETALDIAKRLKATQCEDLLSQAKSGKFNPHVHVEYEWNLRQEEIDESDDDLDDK
mABHD4 FP = ABHD4 inhibitors, primary screen, biochemical, fluorescence polarization, mouse. purified mABHD4, FP-Rh probe fluorescence polarization. 370,000 compounds, 0.54% hits. AID 720543, 2013. inhibition, % at 8.92 µM. (Lyso)-N-acylphosphatidylethanolamine lipase (Mus musculus), Q8VD66;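 active = inhibition exceeding the mean over every tested compound plus 3 SD, cut at about 30% in these data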;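 also: 0% = plate median of compound wells and 100% = S159A mutant with DMSO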
Target sequence (Q8VD66 whole entry, looked up): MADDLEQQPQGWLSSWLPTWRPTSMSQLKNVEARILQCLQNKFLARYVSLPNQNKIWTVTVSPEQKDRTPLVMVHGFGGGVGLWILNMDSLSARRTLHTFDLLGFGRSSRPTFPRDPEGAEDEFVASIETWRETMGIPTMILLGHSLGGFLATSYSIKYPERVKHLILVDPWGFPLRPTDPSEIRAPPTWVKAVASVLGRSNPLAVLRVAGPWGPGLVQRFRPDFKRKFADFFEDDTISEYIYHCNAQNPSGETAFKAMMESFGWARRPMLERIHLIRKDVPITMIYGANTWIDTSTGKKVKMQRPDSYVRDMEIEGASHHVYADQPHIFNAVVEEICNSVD
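Test system: mABHD4 protein | Buffer or medium: HEPES pH 7.0 buffer, 150 mM NaCl, 0.01% Pluronic F-127 | Probe or stimulus: FP-Rh fluorescent activity-based probe, added after compound pre-incubation | Timing: Pre-incubation 45 min, probe exposure 60 min, at 25 °C | Technique: Fluorescence polarization, excitation 525 nm, emission 598 nm, BODIPY TMR filters | Repeats: Single well per compound (singlicate)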
SMARCA2 act = SMARCA2 (BRM) function activators, primary screen, cell-based, luminescence, high throughput. activation, % at 9.1 µM. MG213 cells, MMTV-luciferase reporter, dexamethasone, overnight. 370,000 compounds, 1% hits; in the data active = activation above about 7.8%;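 also: 0% = vehicle wells and 100% = reference activator wells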
HTRA1 inh = HTRA1 serine protease inhibitors, primary screen, biochemical, fluorescence polarization, HTS. AID 504803, 2011. 340,000 compounds, 0.5% hits. recombinant HTRA1, FP-rhodamine activity-based probe. Q92743. inhibition, % at 5.96 µM; in the data active = inhibition above about 36%;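 also: 0% = enzyme with DMSO and 100% = wells lacking enzyme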
rCAG binder = binders of r(CAG) RNA repeats, primary screen, biochemical, fluorescence. r(CAG) RNA repeat, TO-PRO-1 dye displacement fluorescence. inhibition, % at 3 µM. AID 651821, 2012. 370,000 compounds, 1.3% hits;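 active = inhibition above the plate cutoff, the mean of all test compounds on that plate plus 3 SD, cut at about 35% in these data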;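 also: 0% = DMSO alone and 100% = 100 µM mitoxantrone as full dye displacement; higher means more dye released from RNA so lower well fluorescence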
NR1D1 modulator = modulators of Rev-erb alpha DNA binding, primary screen, biochemical, FITC-DNA, fluorescence polarization, uHTS; Nuclear receptor subfamily 1 group D member 1 (Homo sapiens), P20393; Rev-erbα–FITC-DNA binding, 90 min; activity, % at 10 µM; 370,000 compounds, 0.79% hits; AID 1259318, 2017;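 active = activity above about 14%, limit read from the data; passing the limit was not always enough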;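 also: 0% = DMSO wells with 35 nM protein and 100% = DMSO wells with 750 nM protein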
ARFGAP1 inhibitor = inhibitors of rat ARFGAP1 GAP activity, primary screen, biochemical, fluorescence polarization, GDP tracer; AID 651572, 2012; 360,000 compounds, 0.26% hits; inhibition, % at 16.5 µM; Arfgap1-stimulated ARF1 GTP hydrolysis, GDP FP detection;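 active = inhibition above a per-plate limit, mean inhibition of low control wells plus 3 SD, cut at about 25% in these data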;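 also: 0% = DMSO wells with enzyme and 100% = wells lacking Arfgap1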
Target sequence (Q62848 1-136 limits assumed): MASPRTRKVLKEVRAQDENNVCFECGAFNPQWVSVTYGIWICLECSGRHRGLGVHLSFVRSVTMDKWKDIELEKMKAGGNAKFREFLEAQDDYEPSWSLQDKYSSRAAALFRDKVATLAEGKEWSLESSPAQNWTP
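system = rat Arfgap1 catalytic domain, aa 1-136 | technique = FP, GDP Alexa 633 tracer displaced from anti-GDP antibody, 620/688 nm | compound = one concentration, 16.5 µM, DMSO 1.26% | medium = HEPES-based buffer, pH 7.5 | timing = compound-enzyme preincubation 20 min, reaction 120 min, detection 60 min, 25 °C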
NPR2 activator = human GC-B receptor activators, primary screen, HEK293 GC-B cells, cGMP TR-FRET, EC30 CNP; activation, % at 10 µM; 0% at EC30 CNP, 100% saturating CNP; Atrial natriuretic peptide receptor 2 (Homo sapiens), P20594; 370,000 compounds, 0.11% hits;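 active = activation at 10 µM reaching about 35% in either raw or pattern-adjusted values, limit read from the data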
GC-A act = GC-A stimulated cGMP production enhancers – HEK293 GC-A cells, cGMP TR-FRET, EC30 ANP, primary screen. activation, % at 10 µM. 0% at EC30 ANP, 100% saturating ANP. 370,000 compounds, 0.14% hits. Atrial natriuretic peptide receptor 1 (Homo sapiens), P16066; in the data active = activation above about 40%
* marks the source's active call; other numbers are inactive results; . = not tested or not shown.

SMILES	PG9 Ab binder	ASAP1 inh	mABHD4 FP	SMARCA2 act	HTRA1 inh	rCAG binder	NR1D1 modulator	ARFGAP1 inhibitor	NPR2 activator	GC-A act
O=C1Nc2ccc(C(=O)O)c(O)c2C1=O	-2.9	1	4	5	5	2	-9	-14	1	0
CCOC(=O)Cn1c(=O)oc2cc(S(=O)(=O)N(CCN(C)C)Cc3ccccc3)ccc21	0.2	4	-7	5	1	-2	0	-7	-3	3
Cc1ccc(CNC(=O)C(=O)NCC2CCCN2S(=O)(=O)c2cccs2)cc1 (configuration not stated)	-0.6	3	3	0	-9	-3	1	-6	5	3
Cc1cc(C)n2nnnc2c1C#N	0.0	1	-8	-1	6	0	-1	1	1	2
Cc1ccc2c(C)nc(Nc3ncc4c(n3)CCCC4=O)nc2c1	0.6	3	4	-2	.	4	1	11	3	-2
CC1(C(=O)NCCc2c[nH]c3ccccc23)CCN1CC1CCCCC1 (configuration not stated)	-0.6	4	7	-1	.	0	-1	6	-3	-1
CC(=O)Nc1cccc(C(=O)/C=C/c2cccs2)c1	-1.0	5	-4	4	-9	3	5	12	2	-1
CCOc1ccccc1NC(=O)Cc1ccccc1OC	-1.2	-5	-4	-4	-8	-6	-2	-1	0	-5
N#Cc1c(-c2ccc(Cl)cc2)cc(-c2ccccc2)nc1SCC(=O)O	0.5	-13	-21	-1	-77	76*	-1	-13	9	-1
CCn1c(SCC(=O)Nc2ccc(F)cc2F)nc2c(c1=O)SCC2	4.2	2	5	3	-2	2	0	0	5	2
CCOC(=O)c1ccc(NC(=O)C2CCC(CNc3c(N4CCOCC4)c(=O)c3=O)CC2)cc1 (configuration not stated)	-1.5	-3	2	6	-10	4	0	-4	-6	3
O=C(CNC(=O)c1cccs1)OCc1ccc(Cl)cc1	1.6	-1	-3	-5	0	1	2	2	-1	3
O=C1N(c2ccccc2)C(c2ccc(Cl)cc2)N2CCCN12 (configuration not stated)	-1.1	10	-4	-4	1	0	-1	8	-4	-15
CCNC(=O)OCCN1C(=O)CCC12CCC(c1ccc(Cl)cc1)CC2 (configuration not stated)	.	.	-2	-3	.	-1	4	.	-15	-1
O=C(CSc1ncccn1)NCCc1ccccc1	0.5	3	-4	0	0	2	5	-8	-3	2
COc1ccc(S(=O)(=O)Nc2ccc3cn[nH]c3c2)cc1C	-0.6	4	-6	-3	-4	2	-1	5	-4	-6
Cc1cc(C(F)F)nn1CC(=O)NCc1ccc(Cl)cc1Cl	1.0	-3	0	-1	11	-6	1	1	2	-1
C#CCNC(=O)C1=C[C@H](c2ccc3c(c2)OCO3)C[C@H](OCCCCO)O1	2.3	7	3	2	.	20	-1	-10	2	0
O=C(NCCCN1CCOCC1)c1ccccc1N1C(=O)[C@@H]2Cc3c([nH]c4ccccc34)C(c3ccc(F)cc3)N2C1=O (some centres not stated)	0.0	-4	4	1	-13	4	-3	-9	2	1
CCCC1=NN2C(=N)/C(=C\c3ccc(OCCOc4ccc(NC(C)=O)cc4)c(OC)c3)C(=O)N=C2S1	-0.3	3	1	1	9	10	-5	-12	-2	-3

2 neighbouring compounds already listed:
SMILES	PG9 Ab binder	ASAP1 inh	mABHD4 FP	SMARCA2 act	HTRA1 inh	rCAG binder	NR1D1 modulator	ARFGAP1 inhibitor	NPR2 activator	GC-A act
O=C(NCCCN1CCOCC1)c1ccccc1N1C(=O)[C@@H]2Cc3c([nH]c4ccccc34)C(c3ccc(F)cc3)N2C1=O (some centres not stated)	0.0	-4	4	1	-13	4	-3	-9	2	1
CCCC1=NN2C(=N)/C(=C\c3ccc(OCCOc4ccc(NC(C)=O)cc4)c(OC)c3)C(=O)N=C2S1	-0.3	3	1	1	9	10	-5	-12	-2	-3

The list continues:
SMILES	PG9 Ab binder	ASAP1 inh	mABHD4 FP	SMARCA2 act	HTRA1 inh	rCAG binder	NR1D1 modulator	ARFGAP1 inhibitor	NPR2 activator	GC-A act
CC(OC(=O)Cn1[nH]c(=O)c2ccccc2c1=O)C(=O)Nc1ccccc1[N+](=O)[O-] (configuration not stated)	-0.5	6	-3	0	-2	-4	5	10	7	-2
CCN(CC)S(=O)(=O)c1ccc(C)c(NC(=O)COC(=O)CN2C(=O)NC(C)(C)C2=O)c1	0.8	0	0	-2	0	-1	-2	0	1	-1
COc1ccc(/C(O)=C2/C(=O)C(=O)N(c3ncccn3)C2c2ccc(F)cc2)cc1 (configuration not stated)	6.5	-3	3	3	1	1	5	10	-4	4
COC(=O)c1cc(NC(=O)Cc2ccc(OC)c(OC)c2)cc(C(=O)OC)c1	-2.7	-4	-7	-1	-1	4	5	-1	10	-4
COc1cccc(CN2C[C@]34C=C[C@@H](C[C@@H]3S2(=O)=O)O4)c1	0.8	0	3	-1	0	0	0	11	4	0
CC1=Nc2ccccc2/C1=C/c1sc(=O)n(CC(=O)N2CCCC2)c1O	1.3	4	1	-3	2	6	-6	5	2	-3
Cc1ccc(S(=O)(=O)N2C(=O)C(C)SC2=Nc2ccccc2)cc1 (configuration not stated)	-0.8	0	7	-2	4	-2	-1	1	5	-3
O=C(CSc1nnnn1-c1ccc(O)cc1)c1cc2ccccc2o1	0.4	4	-14	-5	-16	12	1	-1	-4	-1
O=S(=O)(c1cc(Cl)ccc1Cl)N1CCC2(CC1)OCCO2	0.6	-5	-1	0	-1	-2	7	9	-4	3
COc1ccc(N2C(=O)C(Cl)=C(N(CCO)Cc3ccccc3)C2=O)cc1	-0.4	-4	1	-1	-1	-1	-1	4	-6	4
Clc1ccc(-n2nnnc2-c2cnc3ccc(Cl)cc3c2-c2ccccc2)cc1	-3.3	-2	-7	-6	-4	2	14	7	-24	-22
CC(C)NC(=O)C1(C)CCN1C(=O)C(c1ccccc1)c1ccccc1 (configuration not stated)	-1.7	1	-3	-3	.	-2	3	3	-8	-8
CC(OC(=O)CCCc1nc2ccccc2s1)C(N)=O (configuration not stated)	-0.8	7	-10	1	-3	1	-5	-5	4	1
Cc1ccccc1CNS(=O)(=O)c1ccc2c(c1)OCCO2	-1.0	-7	-7	-5	-8	3	10	-17	1	-5
Cc1cc(NC(=O)C2C3C(=O)N(CC4CCCO4)C(C(=O)NC(C)(C)C)C34C=CC2(C)O4)no1 (configuration not stated)	1.8	-2	1	5	3	-2	-3	1	1	0
CC(Sc1nc(-c2ccccc2)cc(C(F)(F)F)n1)C(=O)NCCN1CCOCC1 (configuration not stated)	-0.9	1	0	0	0	-6	0	12	-2	2
CCc1nc2ccccc2[nH]c1=O	-2.2	1	9	-3	6	-2	1	15	1	3
CCOC(=O)C1CCCN(CC(=O)c2ccc(F)cc2)C1 (configuration not stated)	1.0	-12	14	0	3	2	0	8	5	0
CCC1CCCCN1C(=S)NC(=O)c1cccc([N+](=O)[O-])c1 (configuration not stated)	-1.2	-8	0	0	5	0	0	-4	3	1
COc1cccc2c1O/C(=N\O)C(C(=O)Nc1cccc(C)c1C)C2 (configuration not stated)	-0.4	6	1	-5	-2	-2	1	0	1	2
COc1ccc(CCNC(=O)C(=O)NCC2OCCN2S(=O)(=O)c2ccc(OC)cc2)cc1 (configuration not stated)	-2.1	1	7	-1	-7	3	2	17	-1	-3
COc1cccc(OC)c1C(=O)NC(=O)Nc1c(F)c(F)c(F)c(F)c1F	-1.0	-18	2	-4	8	-3	-1	9	1	4
N#Cc1cn(-c2ccccc2)nc1-c1cc2ccccc2oc1=O	0.5	2	-4	-1	-7	5	22	-6	4	2
COc1cc(NC(=O)c2ccccc2)c(OC)cc1NC(=O)CN1C(=O)NC2(CCCCC2)C1=O	-2.0	6	9	-2	7	12	-10	14	4	2
Cc1cccc(NC(=O)CSCC(=O)N(C)CCOc2ccc(Cl)cc2)c1	0.5	8	-10	-2	-23	-4	0	-4	-9	-14
COc1ccc(S(=O)(=O)N(C)C)cc1NC(=O)COC(=O)c1nc2nccc(C)n2n1	0.2	-7	-17	-4	6	4	-2	5	-1	3
O=C(Cn1c(NCCCO)nc2ccccc21)c1ccco1	0.7	8	-6	-5	1	0	-5	-9	0	1
c1ccc(-n2nnnc2NC2CCCCCC2)cc1	-1.9	2	-9	-1	-8	-1	4	-4	-2	5
C/C(=C\C(=O)c1ccc(F)cc1)NCc1ccc2c(c1)OCO2	0.2	6	7	0	-8	7	7	6	2	-5
CCN(CC(=O)NCc1cccs1)C(=O)c1ccc(S(=O)(=O)Nc2ccccc2)cc1	2.1	8	-1	-1	2	-2	1	2	-2	0
Cc1ccc(-c2nc(=S)c3c(n2Cc2cccnc2)CC(C)(C)OC3)cc1	-2.2	8	1	0	-1	4	-1	0	8	0

An excerpt of these results, as comma-separated lines.
SMILES,PG9 Ab binder,ASAP1 inh,mABHD4 FP,SMARCA2 act,HTRA1 inh,rCAG binder,NR1D1 modulator,ARFGAP1 inhibitor,NPR2 activator,GC-A act
COc1cccc(OC)c1C(=O)NC(=O)Nc1c(F)c(F)c(F)c(F)c1F,-1.0,-18,2,-4,8,-3,-1,9,1,4
N#Cc1cn(-c2ccccc2)nc1-c1cc2ccccc2oc1=O,0.5,2,-4,-1,-7,5,22,-6,4,2
COc1cc(NC(=O)c2ccccc2)c(OC)cc1NC(=O)CN1C(=O)NC2(CCCCC2)C1=O,-2.0,6,9,-2,7,12,-10,14,4,2
Cc1cccc(NC(=O)CSCC(=O)N(C)CCOc2ccc(Cl)cc2)c1,0.5,8,-10,-2,-23,-4,0,-4,-9,-14
COc1ccc(S(=O)(=O)N(C)C)cc1NC(=O)COC(=O)c1nc2nccc(C)n2n1,0.2,-7,-17,-4,6,4,-2,5,-1,3
O=C(Cn1c(NCCCO)nc2ccccc21)c1ccco1,0.7,8,-6,-5,1,0,-5,-9,0,1
c1ccc(-n2nnnc2NC2CCCCCC2)cc1,-1.9,2,-9,-1,-8,-1,4,-4,-2,5
C/C(=C\C(=O)c1ccc(F)cc1)NCc1ccc2c(c1)OCO2,0.2,6,7,0,-8,7,7,6,2,-5
CCN(CC(=O)NCc1cccs1)C(=O)c1ccc(S(=O)(=O)Nc2ccccc2)cc1,2.1,8,-1,-1,2,-2,1,2,-2,0
Cc1ccc(-c2nc(=S)c3c(n2Cc2cccnc2)CC(C)(C)OC3)cc1,-2.2,8,1,0,-1,4,-1,0,8,0
